Compound activity: PubChem, several laboratories
KCNQ1 inh – inhibitors of human KCNQ1 potassium channel. CHO-K1 KCNQ1, FluxOR thallium flux fluorescence; stronger effect = higher value. 310,000 tested, 1.3% active. B-score at 10 µM. P51787;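 active means compounds whose thallium flux B-score, printed positive for inhibition, exceeds three library SD while starting fluorescence stays within three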;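 further: channel opened by potassium depolarization with thallium stimulus after 20 min compound exposure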
KCNK3 inh – human KCNK3 channel inhibition, primary screen; AID 602410; CHO-KCNK3 thallium flux, FluxOR fluorescence; stronger effect = lower value; B-score at 10 µM; 340,000 tested, 0.84% active; O14649;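 active means B-score under library mean minus 4 SD, starting fluorescence ratio at most library mean plus 5 SD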;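 further: more negative B-score means stronger inhibition of thallium flux through KCNK3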
TRPC4 potent – TRPC4 (mouse) allosteric potentiation; HEK293 TRPC4beta/mu-opioid, DAMGO EC20, Fluo-4 Ca2+ flux; stronger effect = higher value; B-score at 10 µM; 310,000 tested, 0.42% active; AID 2227;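 active means B-score of calcium response area above 5 SD of library B-scores, with initial fluorescence ratio within 5 SD of library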;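 further: B-score of integrated fluorescence ratio over time as area under calcium response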
Target sequence (Q9QUQ5 whole entry, looked up): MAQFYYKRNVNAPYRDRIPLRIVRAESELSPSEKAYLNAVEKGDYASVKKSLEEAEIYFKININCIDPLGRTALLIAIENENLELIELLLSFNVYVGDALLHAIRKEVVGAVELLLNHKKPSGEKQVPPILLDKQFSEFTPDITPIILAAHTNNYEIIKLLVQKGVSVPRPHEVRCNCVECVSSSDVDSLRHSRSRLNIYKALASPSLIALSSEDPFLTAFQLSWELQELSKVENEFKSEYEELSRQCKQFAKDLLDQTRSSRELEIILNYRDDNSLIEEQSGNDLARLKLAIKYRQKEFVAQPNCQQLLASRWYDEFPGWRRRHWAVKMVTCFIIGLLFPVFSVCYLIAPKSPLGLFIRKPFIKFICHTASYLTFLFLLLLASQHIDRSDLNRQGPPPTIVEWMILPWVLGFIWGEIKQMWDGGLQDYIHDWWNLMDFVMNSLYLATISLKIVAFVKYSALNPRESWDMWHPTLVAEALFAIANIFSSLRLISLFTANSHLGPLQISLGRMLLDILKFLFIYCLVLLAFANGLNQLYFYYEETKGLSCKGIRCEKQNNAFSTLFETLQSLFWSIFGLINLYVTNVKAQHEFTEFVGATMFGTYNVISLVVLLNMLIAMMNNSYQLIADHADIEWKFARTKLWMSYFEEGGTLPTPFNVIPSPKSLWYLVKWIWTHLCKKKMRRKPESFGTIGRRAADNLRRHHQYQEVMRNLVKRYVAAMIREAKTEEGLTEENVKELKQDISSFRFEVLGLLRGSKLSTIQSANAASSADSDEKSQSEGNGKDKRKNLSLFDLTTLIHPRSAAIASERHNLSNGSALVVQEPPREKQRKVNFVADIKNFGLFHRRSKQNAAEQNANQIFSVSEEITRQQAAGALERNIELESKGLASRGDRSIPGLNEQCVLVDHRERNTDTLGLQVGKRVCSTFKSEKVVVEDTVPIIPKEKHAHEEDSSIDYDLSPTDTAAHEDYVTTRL
TRPC4 act – TRPC4 (mouse) channel activation; AID 2237; 310,000 tested, 0.49% active; B-score at 10 µM; HEK293 TRPC4beta/mu-opioid, Fluo4 calcium fluorescence; stronger effect = higher value; Q9QUQ5;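 active means B-score above 5 SD of library B-scores, and initial fluorescence ratio not above library mean plus 5 SD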;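 further: positive B-score marks a calcium rise read as TRPC4 activation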
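Test system: HEK293 cells stably co-expressing mouse TRPC4beta and mu-opioid receptor | Schedule: Fluo4 dye loading 45 min at room temperature, 110 s recording | Measured by: Kinetic Fluo4 calcium fluorescence, 5 s baseline at 1 Hz | Evaluation: B score of integrated ratio | Controls: Buffer (low) and maximal DAMGO (high)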
KCNQ1 act – potentiates or activates the human KCNQ1 potassium channel | P51787 | CHO-K1 KCNQ1, thallium flux FluxOR fluorescence; stronger effect = higher value | B-score at 10 µM | 310,000 tested, 0.35% active;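 active means fluorescence ratio B-score, a plate-corrected score, at least three library SD, with initial intensity B-score within 5 SD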
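Assay system: stable KCNQ1 CHO-K1 line; medium: assay buffer, equal DMSO in all wells; timing: 90 min dye loading and 20 min compound exposure, both at room temperature; technique: kinetic FluxOR thallium fluorescence, 10-s 1-Hz baseline, 110-s post-stimulus read; read-out basis: B score of baseline-normalized fluorescence ratio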
Platelet DG rel – modulates dense granule release in human platelets; 300,000 tested, 0.22% active; human platelet-rich plasma, SFLLRN dense granule ATP release, luminescence; inhibition, %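 (compounds screened at 7.5 µM in platelet-rich plasma)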; AID 1663;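 active means mean replicate score, as percent of positive control, at or above 50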
PolyA inhibitor – yeast polyadenylation inhibition. AID 1875. calls only at 12 µM. S. cerevisiae SKY197-pL101 polyadenylation reporter, beta-gal luminescence; efflux-impaired pdr1/pdr3 knockout yeast; score 100 = 6 SD above DMSO. 300,000 tested, 0.02% active;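 active means lowest replicate activity score at least 50, where 100 means six control SD above control mean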;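 further: yeast exposed to compound for 9 h at 30 °C; higher score means more reporter readthrough which indicates perturbed polyadenylation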
hERG protect – compounds protecting human hERG from proarrhythmic drug block. Q12809. CHO-hERG, FluxOR thallium flux, dofetilide IC70 present. activation (rescue from dofetilide block), less the hit threshold, % at 10 µM. 310,000 tested, 0.51% active;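 active means activation above the mean of controls blocked by dofetilide plus 5 SD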;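 further: thallium influx through hERG after potassium depolarization seen as dye fluorescence rise; in these data hits start at about 4.7%; inactives centre near -7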
Dyrk1A ADPGlo – Dyrk1A (rat) kinase inhibition. Q63470. ADP-Glo luminescence, NFATc1 peptide. inhibition, % at 12.5 µM. 310,000 tested, 0.43% active. AID 504441; in the data active means inhibition above about 50%;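 further: plate controls were vehicle with enzyme for no effect and no enzyme for full effect; many of its hits are not listed in these tables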
KCNK9 block – human KCNK9 channel inhibition; AID 488922; Q9NPC2; 310,000 tested, 1.2% active; B-score at 10 µM; HEK293 KCNK9, FluxOR thallium flux fluorescence; stronger effect = lower value;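 active means ratio B-score over 3 SD below the library mean, with starting fluorescence within 5 SD of its mean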;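 further: negative B-score means less thallium flux so channel inhibition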
TRPC4 inh – inhibitors of mouse TRPC4 channel. Q9QUQ5. HEK293 TRPC4beta/mu-opioid, DAMGO-evoked Fluo4 calcium flux; stronger effect = lower value. B-score at 10 µM. 300,000 tested, 0.39% active. AID 2247;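 active means B-score over 3 SD under the library average, no early fluorescence shift, positive overall ratio signal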
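Material: HEK293 cells with stable TRPC4beta plus mu-opioid receptor expression / Probe or stimulus: DAMGO in two steps, submaximal then maximal / Compound: single concentration per test compound / Technique: kinetic Fluo4 fluorescence imaging of calcium influx / Read-out: per-well B score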
Numbers without * were called inactive; i = inactive; · = no result given. The list is partial. The share of hits here may be higher or lower than overall.

SMILES	KCNQ1 inh	KCNK3 inh	TRPC4 potent	TRPC4 act	KCNQ1 act	Platelet DG rel	PolyA inhibitor	hERG protect	Dyrk1A ADPGlo	KCNK9 block	TRPC4 inh
CCOC(=O)C1(CCCc2ccccc2)CCN(C(=O)CCc2cnccn2)CC1	i	i	i	i	i	-5	i	-17	4	i	i
COc1ccc(NS(=O)(=O)c2cccc3nsnc23)cc1OC	i	i	i	i	i	9	i	-3	4	i	i
CCOc1cc(/C=C2\C(=O)N(c3ccc(C(N)=O)cc3)N=C2C)ccc1OC(=O)c1cccs1	i	i	i	i	i	25	i	-4	4	i	i
COC(=O)c1ccccc1NC(=O)C1CC(c2ccccc2O)=NO1 (stereo unspecified)	i	i	i	i	i	-2	i	-4	5	i	i
CCOC(=O)CNC(=O)c1sc(NC(=O)/C=C/c2ccccc2)nc1C	i	i	i	i	i	13	i	-13	3	i	i
CC(Sc1ccccc1)C(=O)N(CCC#N)Cc1cccnc1 (stereo unspecified)	i	i	i	i	i	·	·	-6	1	i	i
c1ccc(-c2csc(NC3=NCCCCC3)n2)cc1	i	i	i	i	i	0	i	-9	0	i	i
O=C(CCSc1ccccc1)Nc1ncccn1	i	i	i	i	i	0	i	-14	0	i	i
OC(c1nnc(-c2ccccc2)o1)c1cccs1 (stereo unspecified)	i	i	i	i	i	1	i	-10	·	i	i
CN(CC(=O)Nc1cccc(F)c1)C(=O)c1cccc(S(=O)(=O)N2CC3(C)CC2CC(C)(C)C3)c1 (stereo unspecified)	i	i	i	i	i	8	i	-11	7	i	i
COC(=O)c1sc(N2C(=O)C(=O)/C(=C(/O)c3ccccc3)C2c2ccco2)nc1C (stereo unspecified)	i	i	i	i	i	2	i	-12	-6	i	i
O=C(NCCC1CCCCN1S(=O)(=O)c1ccccc1)C(=O)NCc1ccco1 (stereo unspecified)	i	i	i	i	i	9	i	-6	·	i	i
Cc1ccc(CCNC(=O)CNC(=O)c2cccs2)cc1	i	i	i	i	i	-3	i	-9	1	i	i
C#CCOCCOCCOCCNc1nc(N2CCOCC2)nc(N2CCN(C(=O)Cn3cc(CC(C)O)nn3)CC2)n1 (stereo unspecified)	i	i	i	i	i	6	i	-7	6	i	i
Cc1c(C(=O)N2CCCCCC2)c(S(=O)(=O)NCc2ccccc2Cl)c(C)n1C	i	i	i	i	i	3	i	-7	-4	i	i
COc1cccc(OC)c1C(=O)NC(=O)Oc1c(F)cccc1F	i	i	i	i	i	-1	i	-2	-8	i	i
COc1ccc(NC(=O)c2cc3ccccc3o/c2=N\NS(=O)(=O)c2ccc(C)cc2)cc1	i	i	i	i	i	3	i	-8	2	i	i
Cc1cc(C)nc(N2CCCC(C(=O)Nc3ccc(F)cc3)C2)n1 (stereo unspecified)	i	i	i	i	i	-1	i	-3	1	i	i
O=C(c1cccnc1)N1CCc2ccccc21	i	i	i	i	i	5	i	-4	4	i	i
Cc1ccc(NC(=O)CN(C)CC(=O)Nc2cccc(F)c2)cc1S(=O)(=O)N1CCCCCC1	i	i	i	i	i	1	i	-13	·	i	i
O=C(c1ccc(F)cc1)N1CCC(C(=O)N2CCN(S(=O)(=O)c3ccccc3Br)CC2)CC1	i	i	i	i	i	-2	i	-21	-6	i	i
C=CCn1c(SCC(=O)NC2CCCCC2)nnc1C(C)NC(=O)c1cccs1 (stereo unspecified)	i	i	i	i	i	4	i	-9	0	i	i
Cc1nc(C)n(C(C)CNC(=O)c2ccco2)n1 (stereo unspecified)	i	i	i	i	i	11	i	-6	5	i	i
COc1ccc(CCNC(=S)Nc2cc(C)ccc2C)cc1	i	i	i	i	i	-28	i	-9	4	i	i
Oc1ccc(N2CCN(C(c3cccs3)c3nnnn3CCc3ccccc3)CC2)cc1 (stereo unspecified)	i	i	i	i	i	-2	i	-11	-3	i	i
CCC(C(=O)OCC(=O)c1ccc2c(c1)NC(=O)CO2)c1ccccc1 (stereo unspecified)	i	i	i	i	i	3	i	-12	16	i	i
O=C(NCCn1c(C(F)(F)F)nc2ccccc21)[C@H]1CCCN1c1nc(CN2CCCCC2)cs1	i	i	i	i	i	-2	i	-8	-10	i	i
NC(=O)c1ccc(NC(=O)COC(=O)c2cc([N+](=O)[O-])ccc2N2CCOCC2)cc1	i	i	i	i	i	·	i	-18	13	i	i
CCOc1ccc(N2C(=O)CC(NC3CCCCNC3=O)C2=O)cc1 (stereo unspecified)	i	i	i	i	i	3	i	-9	-1	i	i
Cc1ccc(C23CC4CC(CC(C(=O)NN)(C4)C2)C3)cc1	i	i	i	i	i	0	i	-4	-1	i	i

Just KCNQ1 inh and TRPC4 potent (3 entries from above):
| SMILES | KCNQ1 inh | TRPC4 potent |
| --- | --- | --- |
| CCC(C(=O)OCC(=O)c1ccc2c(c1)NC(=O)CO2)c1ccccc1 (stereo unspecified) | i | i |
| O=C(NCCn1c(C(F)(F)F)nc2ccccc21)[C@H]1CCCN1c1nc(CN2CCCCC2)cs1 | i | i |
| NC(=O)c1ccc(NC(=O)COC(=O)c2cc([N+](=O)[O-])ccc2N2CCOCC2)cc1 | i | i |

Additional compounds.
SMILES	KCNQ1 inh	KCNK3 inh	TRPC4 potent	TRPC4 act	KCNQ1 act	Platelet DG rel	PolyA inhibitor	hERG protect	Dyrk1A ADPGlo	KCNK9 block	TRPC4 inh
COc1ncccc1C(=O)N1CCCC(N2CCN(c3ccc(F)cc3)CC2)C1 (stereo unspecified)	i	i	i	i	i	1	i	-2	3	i	i
Cn1nnnc1SCC(=O)Nc1nc2ccccc2s1	i	i	i	i	i	6	i	-13	4	i	i
OCCC1CN(Cc2nc(-c3ccccc3)cs2)CCN1CCc1ccccc1 (stereo unspecified)	i	i	i	i	i	5	i	-9	3	i	i
O=C1C=C(c2ccccc2)CC(c2cccs2)C1n1cnc([N+](=O)[O-])c1 (stereo unspecified)	i	i	i	i	i	-7	i	-5	3	i	i
COc1ccc(-c2csc(N=C(N)N)n2)cc1	i	i	i	i	i	-14	i	-5	82*	i	i
Cc1ccc(Cl)cc1NC(=O)NCCN1CCCCC1	i	i	i	i	i	-1	i	-6	6	i	i
CC(C)Oc1ccc(C2CC(=O)N(C)C2=O)cc1 (stereo unspecified)	i	i	i	i	i	-3	i	-3	-4	i	i
COC(=O)c1ccc(CNC(=O)COC(=O)C2CC3C=CC2C3)cc1 (stereo unspecified)	i	i	i	i	i	-9	i	-3	-5	i	i
CNc1ccccc1C(=O)OCC(=O)c1ccc(F)cc1	i	i	i	i	i	0	i	-6	1	i	·
COc1cc(OC)cc(C(=O)NNS(=O)(=O)c2ccc(F)cc2)c1	i	i	i	i	i	-2	i	-5	3	i	i
Cc1ccc(S(=O)(=O)c2nc(S(C)(=O)=O)sc2N2CCC(C(N)=O)CC2)cc1	i	i	i	i	i	-1	i	-7	4	i	i
COc1ccc(NC(=O)CSc2ccc(NC(C)=O)cc2)cc1S(=O)(=O)N1CCCCC1	i	i	i	i	i	3	i	-3	4	i	i
Cc1ccc(/C=C/C(=O)c2ccccc(=O)c2O)c(C)c1	i	i	i	i	19*	13	i	26*	14	i	i
Cc1ccc(S(=O)(=O)CCC(=O)N2CCc3ccccc32)cc1	i	i	i	i	i	16	i	-5	-6	i	i
CC(C)c1ccc(/C=C/C(=O)NNC(=O)c2cccnc2)cc1	i	i	i	i	i	6	i	-2	11	i	i
COc1ccccc1CCNC(=O)CCn1c(=O)oc2ccccc21	i	i	i	i	i	6	i	-8	8	i	i
Cc1ccc(N2CN=c3s/c(=C\c4ccccn4)c(=O)n3C2)cc1	i	i	i	i	i	-6	i	-4	52*	i	i
Cc1ccc(-c2ccnc3nc(-n4cccc4)nn23)o1	i	i	i	i	i	9	i	-12	-3	i	i
O=S(=O)(c1ccccc1)[C@@]1(c2ccc(Br)cc2)C[C@@H]2ON=C(c3cccc(Br)c3)[C@@H]2C1	i	i	i	i	i	-2	i	-16	7	i	i
CC(=O)Nc1ccc2nc(SCC(=O)O)sc2c1	i	i	i	i	i	1	i	-4	1	i	i
CC1(C)C2CCC1(CS(=O)(=O)N1CCN(c3ccccc3F)CC1)C(=O)C2 (stereo unspecified)	i	i	i	i	i	1	i	-4	-6	i	i
COc1ccc(Br)cc1CN1CCC(N2CCCC2)CC1	i	i	17*	i	i	0	i	-2	-5	i	i
CN(C)CC/C=C1/c2cc(F)ccc2CSc2ccc(F)cc21	i	i	i	i	i	21	i	-11	1	i	i
Cc1cc(NC(=O)CCC(=O)N(CC(=O)NCC2CCCO2)c2ccc(F)c(Cl)c2)no1 (stereo unspecified)	i	i	i	i	i	-4	i	-7	-1	i	i
C/C(CC(=O)Nc1ccc(OCc2ccccc2)cc1)=N\NC(=O)C(=O)Nc1ccc(C)c(Cl)c1	i	i	i	i	i	-26	i	-5	0	i	i
COc1ccc(C(=O)NNC(=O)CCC(=O)NNC(=O)c2ccc(OC)cc2)cc1	i	i	i	i	i	-12	i	-14	1	i	i
Cc1nc2ccccc2n1C(=O)N(C)C	i	i	i	i	i	-3	i	-6	2	i	i
O=C(N/C(=C\c1ccccc1)C(=O)N1CCOCC1)c1ccco1	i	i	i	i	i	4	i	-2	0	i	i
COc1ccccc1C/C(N)=N/OC(=O)COc1cccc2ccccc12	i	i	i	i	i	9	i	-12	16	i	i
Fc1ccc(CSc2ccc3nnc(-c4cccnc4)n3n2)cc1	i	i	i	i	i	3	i	-11	·	i	i
CCN(CC)S(=O)(=O)c1ccc(C(=O)NNC2=NS(=O)(=O)c3ccccc32)cc1	i	i	i	i	i	15	i	-9	-5	i	i
CSc1cccc(NC(=S)N2CCC(N(C)C3CCCC3)CC2)c1	i	i	i	i	i	1	i	-10	-1	i	i
Cc1sc2nc3ccc(N4CCCCC4)nn3c(=O)c2c1C	i	i	i	i	i	-20	i	-17	-12	i	i
C/C(=C\C(=O)c1ccncc1)Nc1ccccc1O	i	i	i	i	i	-3	i	5.7*	7	i	i
COc1c(C)cc(C(=O)C2CCCN(Cc3cnc(N4CCOCC4)s3)C2)cc1C (stereo unspecified)	i	i	i	i	i	-7	i	-13	·	i	i
O=C(NC(=S)Nc1cccnc1)c1cccs1	i	i	i	i	i	9	i	-2	0	i	i
Cc1cccc(/C=N/N2CCN(c3ccccc3)CC2)c1	i	i	i	i	i	5	i	-6	22	i	i
